Screens deposited in PubChem by several laboratories.
STAT3 blocker – IL-6 driven STAT3 reporter inhibitors, primary screen, U3A cells, luciferase, luminescence, MLSCN library; AID 862, 2007; IL-6 STAT3-luciferase reporter; host cell line lacks STAT1; inhibition, % at 5.5 µM; 190,000 tested, 0.89% active;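 active means inhibition above the mean inhibition across all screened compounds plus 3 SD, cut at about 44% in these data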;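 further: 0% = DMSO only wells and 100% = 100 µM nifuroxazide control wells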
APP 5'UTR act – activators of APP 5'UTR luciferase reporter, primary screen, SH-SY5Y cells | SH-SY5Y APP 5'UTR luciferase reporter, luminescence; zero percent = DMSO vehicle wells | activation, % at 2 µM | 190,000 tested, 1% active | AID 1276, 2008;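 active means activation above a set limit, based on mean plus 3 SD of controls, cut at about 140% in these data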; further: values of inactives mirror those of a sister screen read the other way
FLuc inhib CS – firefly luciferase enzyme inhibitors, primary screen, artefact control for luciferase-based inhibitor screens, biochemical, luminescence, ATPLite | Luciferin 4-monooxygenase (Photinus pyralis), P08659 | 10 min | inhibition, % at 10 µM | 200,000 tested, 1.5% active | AID 1006, 2008;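 active means inhibition above about 50% when tested at 10 µM, limit read from the data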
Target sequence (P08659 whole entry, looked up): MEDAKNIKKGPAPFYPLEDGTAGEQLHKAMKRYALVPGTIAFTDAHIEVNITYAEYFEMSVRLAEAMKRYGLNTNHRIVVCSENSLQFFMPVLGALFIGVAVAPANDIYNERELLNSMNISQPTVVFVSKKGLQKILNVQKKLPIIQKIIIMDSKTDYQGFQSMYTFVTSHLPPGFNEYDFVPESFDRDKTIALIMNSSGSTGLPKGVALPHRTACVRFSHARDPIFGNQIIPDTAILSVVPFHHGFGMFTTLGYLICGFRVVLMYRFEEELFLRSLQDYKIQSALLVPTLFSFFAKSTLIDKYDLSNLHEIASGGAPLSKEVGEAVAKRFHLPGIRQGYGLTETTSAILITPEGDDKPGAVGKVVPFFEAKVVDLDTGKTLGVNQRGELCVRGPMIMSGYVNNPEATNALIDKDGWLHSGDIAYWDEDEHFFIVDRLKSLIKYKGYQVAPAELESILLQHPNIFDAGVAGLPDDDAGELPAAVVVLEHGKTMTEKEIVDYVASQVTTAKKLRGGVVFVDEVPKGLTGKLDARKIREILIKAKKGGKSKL
STAT3 act – IL-6 driven STAT3 reporter potentiators, primary screen, U3A cells, luciferase, luminescence, MLSCN library; 190,000 tested, 0.91% active; IL-6 STAT3-luciferase reporter; 100% = signal with IL-6 EC80 alone; activation (% of control), % at 5.6 µM;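 active means activation above the screen-wide mean of compound activation plus 3 SD, cut at about 130% in these data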;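 further: 0% = background luminescence of wells with medium and substrate only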
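Test system: human U3A cells carrying STAT3-luciferase construct; control set: IL-6-only wells as 100% reference; timing: compound pre-incubation 1 h before IL-6, then 6 h stimulation at 37 °C; also added: IL-6 stimulus at 33 ng/mL final; evaluation: % activation versus median of IL-6-stimulated wells; detection: reporter luminescence signal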
RAM inhibit – inhibitors of the yeast RAM network, primary screen, dse1pr::URA3 reporter, 5-FOA selection; 190,000 tested, 1.8% active; S. cerevisiae dse1pr::URA3 reporter, 5-FOA growth OD615, 2 d; analog-sensitive cbk1-as2 kinase mutant strain; inhibition, % at 50 µM;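 active means inhibition above a set limit, 3 SD over mean compound inhibition, cut at about 8.4% in these data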;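 further: 0% = DMSO-only wells with no growth and 100% = 10 µM 1-NA-PP1 full growth; inhibition rescues growth on 5-FOA so higher OD means more RAM inhibition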
STAT1 inh – STAT1 signaling inhibitors, primary screen, cell-based, HTS, luciferase reporter; NIH 3T3 STAT1-luciferase reporter, IFN-gamma, luminescence; inhibition, % at 5.5 µM; 200,000 tested, 0.35% active; AID 920, 2007;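 active means inhibition above a set limit, the mean inhibition across all tested compounds plus 3 SD, cut at about 34% in these data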;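 further: 0% = IFN-gamma with DMSO and 100% = IFN-gamma with 300 µM nifuroxazide; values of inactives mirror those of a sister screen read the other way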
STAT1 act – STAT1 signaling activators, primary screen, cell-based, HTS, luciferase reporter; activation (% of control), % at 5.5 µM; AID 932, 2007; NIH 3T3 STAT1-luciferase reporter, IFN-gamma, luminescence; 100% = IFN-gamma alone, no compound; 200,000 tested, 2.6% active;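 active means activation above the screen-wide mean activation plus 3 SD, cut at about 130% in these data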;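 further: raw ratio to IFN-gamma control signal so 100% means no change and 0% no light; values of inactives mirror those of a sister screen read the other way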
APP transl inh – inhibitors of APP translation via 5'UTR reporter, primary screen, APP 5'UTR luciferase, SH-SY5Y cells; AID 1285, 2008; inhibition, % at 2 µM; 190,000 tested, 0.82% active; SH-SY5Y APP 5'UTR-luciferase reporter, luminescence;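 active means inhibition above a set limit, derived from the sample mean plus 3 SD, cut at about 45% in these data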; further: values of inactives mirror those of a sister screen read the other way
NF-kB expr up – activators of NF-kB expression in neurons, primary screen, cell-based, HTS; human neuronal cells, NF-kB reporter expression; stronger effect = higher value; fold change at 12.5 µM; 190,000 tested, 1.6% active; in the data active means fold change above about 3.3
Hsp70 act – Hsp70 transcriptional activators, primary screen, cell-based, HeLa, Hsp70 promoter luciferase, luminescence, 10 µM; 200,000 tested, 0.04% active; AID 1203, 2008; activation, % at 10 µM; HeLa Hsp70 promoter luciferase reporter; scaled: vehicle 0, proteasome-inhibitor control 100%;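 active means activation above the mean across all tested compounds plus 3 SD, cutoff set per campaign, cut at about 5.5% in these data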;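 further: 100% = MG132 at 30 µM as the positive control and 0% = DMSO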
The depositor's hits bear a star; . = not tested or not shown.

(1) Nc1nc(N2CCOCC2)nc(N(c2ccccc2)c2ccccc2)n1
(2) COC(=O)CSc1ncc(OC)c(OC)n1
(3) CN(C)c1ccc(/C=C/c2ccncc2)cc1
(4) CCS(CC)=NS(=O)(=O)c1ccc(NC(C)=O)cc1
(5) CCc1ccc2[nH]c(=O)c(C(c3nnnn3CCOC)N3CCN(c4ccccc4F)CC3)cc2c1 (stereo unspecified)
(6) c1cncc(CSc2ccc(-c3cccnc3)nn2)c1
(7) COCCn1nnnc1SCC(=O)N1CCCCC1
(8) CC(=O)N1CCN(c2ccc(Nc3ncnc4c3oc3ccccc34)cc2)CC1
Compound,1,2,3,4,5,6,7,8
STAT3 blocker,3,-9,14,10,6,1,-11,41
APP 5'UTR act,-3,.,30,12,5,-5,-6,.
FLuc inhib CS,-9,-4,6,-4,-5,8,-2,4
STAT3 act,101,112,90,99,98,103,111,71
RAM inhibit,0.9,-1.3,2.5,0.7,1.3,5.0,1.5,0.3
STAT1 inh,-5,-5,-29,2,-11,-1,-2,3
STAT1 act,104,104,127,97,110,101,102,97
APP transl inh,4,.,-30,-12,-5,5,6,.
NF-kB expr up,1,1.1,2.5,1.1,0.67,1.3,0.94,0.45
Hsp70 act,0.2,-0.1,0.3,-0.2,-0.2,-0.1,-0.3,0.1

(9) C/C(=N/NC(=O)C1CC1(c1ccccc1)c1ccccc1)c1cccs1 (stereo unspecified)
(10) C=CCn1c(-c2ccc(N)cc2)nc2ccccc21
(11) CCOC(=O)c1cnc(SCc2cccc3ccccc23)nc1N
(12) COc1ccccc1C(=O)O/N=C(/c1ccncc1)c1ccc([N+](=O)[O-])cc1
(13) COc1ccccc1NC(=O)c1cccc(S(=O)(=O)N2CCOCC2)c1
(14) O=C(O)c1cc(-c2cccs2)nn1-c1cccc(Cl)c1
(15) COC(=O)c1sc(N)c(C(=O)OC)c1COC(=O)C1CC(=O)N(Cc2ccco2)C1 (stereo unspecified)
(16) CCCn1c(SCC(=O)NC2CCCCC2)nnc1-c1ccccn1
Compound,9,10,11,12,13,14,15,16
STAT3 blocker,-6,1,2,-2,-2,17,0,2
APP 5'UTR act,-9,50,-4,22,21,2,4,16
FLuc inhib CS,0,21,-3,-8,-3,-1,1,-6
STAT3 act,101,107,98,106,104,92,104,101
RAM inhibit,1.3,0.7,4.4,2.6,1.9,-0.5,4.0,4.0
STAT1 inh,0,-19,-6,3,7,7,-3,2
STAT1 act,100,117,103,96,94,92,103,96
APP transl inh,9,-50,4,-22,-21,-2,-4,-16
NF-kB expr up,0.95,1.7,1.6,0.99,1,1.1,1.2,1.2
Hsp70 act,0.8,-0.1,-0.3,-0.1,-0.1,-0.2,0.5,0.2

(17) CCN(CC(=O)Nc1ccc2c(c1)CCC2)Cc1nc2ccccc2c(=O)[nH]1
(18) CCN1CCN(C(=O)c2cc3nc(-c4ccccc4)cc(C(F)(F)F)n3n2)CC1
(19) O=C(c1nn2c(C(F)(F)F)cc(-c3ccccc3)nc2c1Cl)N1CCOCC1
(20) CCn1cc(C(=O)N=c2sc3ccccc3n2C)c(=O)c2ccc(C)nc21
(21) COCCn1c(=NC(=O)CSCC(=O)NC2CCCCC2)sc2cc(OC)ccc21
(22) COc1ccc(C(=O)c2ccc(N3CCN(C4CC(=O)NC4=O)CC3)cc2)cc1F (stereo unspecified)
(23) COc1ccc(C2(NC(C)=O)CCN(C(=O)CCC(=O)O)CC2)cc1
(24) COCCCNC(=O)C(Cc1ccccc1)NS(=O)(=O)c1ccc2c(c1)c(=O)n(C)c(=O)n2C (stereo unspecified)
Compound,17,18,19,20,21,22,23,24
STAT3 blocker,2,4,3,10,-6,-11,9,8
APP 5'UTR act,1,-10,-9,1,2,-12,1,11
FLuc inhib CS,-2,1,-10,.,-8,-18,-5,0
STAT3 act,104,100,101,95,107,109,99,98
RAM inhibit,1.5,4.0,0.8,.,4.6,1.5,1.7,3.6
STAT1 inh,1,3,-2,12,1,6,9,-3
STAT1 act,100,98,102,89,99,95,92,103
APP transl inh,-1,10,9,-1,-2,12,-1,-11
NF-kB expr up,0.72,1.1,1.1,.,0.83,0.91,1.2,0.94
Hsp70 act,-0.4,-0.1,-0.2,-0.3,-0.1,-0.4,-0.5,-0.3

(25) COc1ccc(OC)c(CNC(=O)CCNC(=O)Cn2ccc3ccccc3c2=O)c1
(26) CCC(C)(C)n1nnnc1C(c1cc2ccc(OC)cc2[nH]c1=O)N1CCc2ccccc2C1 (stereo unspecified)
(27) COC(=O)c1ccc(NS(=O)(=O)c2ccc(Cl)cc2)o1
(28) O=c1c2c(nc(NCCO)n1CC1CCCCC1)-c1ccccc1CC21CCCC1
(29) COc1cc(C(NC(C)=O)NC(C)=O)ccc1OCc1ccccc1
(30) Cn1c(=O)oc2cc(S(=O)(=O)N3CCc4ccccc4C3)ccc21
(31) Cc1ccc(SCc2nc3ccccc3[nH]2)cc1
(32) O=C(COC(=O)c1ccc(S(=O)(=O)NCc2ccco2)cc1)NCC1CCCCC1
Compound,25,26,27,28,29,30,31,32
STAT3 blocker,18,15,-2,-1,3,.,3,-4
APP 5'UTR act,2,-4,19,-1,14,7,122,-6
FLuc inhib CS,-4,-5,-4,-1,-9,-2,54*,-1
STAT3 act,91,91,103,102,99,.,104,104
RAM inhibit,5.0,2.3,1.7,2.0,1.4,1.3,-0.4,3.1
STAT1 inh,-1,-5,-7,2,3,.,-12,8
STAT1 act,101,105,106,99,96,.,111,93
APP transl inh,-2,4,-19,2,-14,-7,-122,6
NF-kB expr up,1.2,1.1,1,0.77,1.1,1,2.2,1
Hsp70 act,0.0,0.2,0.0,-0.3,-0.1,.,0.2,-0.3

(33) Cc1cc(C)c(CN2CCC(CO)(CCOc3ccccc3)CC2)cc1C
(34) COCCNCC(=O)NC12CC3CC(CC(C3)C1)C2
(35) CCn1c(CN2CCN(c3cccc(C)c3C)CC2)n[nH]c1=S
(36) C1=C(C(c2nnnn2C2CCCCC2)N2CCCCC2)COc2ccccc21 (stereo unspecified)
(37) CCOc1ccc(CCNC(=O)COc2cc(=O)n(C)c3ccccc23)cc1OCC
(38) C/C(CC(=O)NC(C)(C)C)=N\NC(=O)c1ccccc1N
(39) O=C1C2C3C=CC(O3)C2C(=O)N1CC(O)c1ccccc1 (stereo unspecified)
(40) CCN1/C(=C/C=C/c2oc3ccc(-c4ccccc4)cc3[n+]2CC)Oc2ccc(-c3ccccc3)cc21
Compound,33,34,35,36,37,38,39,40
STAT3 blocker,-5,-5,-5,0,10,5,3,54*
APP 5'UTR act,11,-4,6,-4,17,35,-1,-74
FLuc inhib CS,-8,-4,-5,-2,3,-5,0,-2
STAT3 act,109,109,103,104,93,97,102,56
RAM inhibit,1.1,0.1,1.1,0.1,1.5,1.4,1.1,1.6
STAT1 inh,-3,-15,3,16,4,-32,3,60*
STAT1 act,102,113,97,86,96,129*,97,44
APP transl inh,-11,4,-6,4,-17,-35,1,74*
NF-kB expr up,1.1,1.6,1.3,0.89,1.4,1.3,1.1,0.29
Hsp70 act,-0.1,0.1,-0.2,-0.3,0.4,-0.1,0.6,0.2

(41) CCN1/C(=C(\O)c2ccccc2)C(=O)c2ccccc2S1(=O)=O
(42) Cc1c(NC(=O)C(C)N2C(=O)C3C4C=CC(C4)C3C2=O)c(=O)n(-c2ccccc2)n1C (stereo unspecified)
(43) COC(=O)C1=C(C)N(CC(C)C)C(=O)/C1=C\c1cccs1
(44) CN=C(Nc1ccc(C(=O)OC)s1)c1ccc(Cl)cc1
(45) CC1=C(C#N)CCC(=O)N1Cc1c(C)cc(C)cc1C
(46) COc1ccc2[nH]c(=O)c(C(c3nnnn3C3CCCC3)N3CCN(Cc4ccc5c(c4)OCO5)CC3)cc2c1 (stereo unspecified)
(47) CCOc1ccccc1NC(=O)Nc1ccc(Br)cn1
(48) Cc1cccc(C)c1NC(=O)CNc1ccccc1
Compound,41,42,43,44,45,46,47,48
STAT3 blocker,6,5,-2,-1,4,3,-3,4
APP 5'UTR act,4,.,-5,28,7,-5,10,7
FLuc inhib CS,-5,-4,-8,-6,-2,-5,-1,-9
STAT3 act,103,103,102,102,102,103,108,99
RAM inhibit,-2.0,-0.3,3.9,0.8,1.7,-0.2,3.3,0.5
STAT1 inh,7,6,-4,-9,-1,11,2,8
STAT1 act,94,94,104,107,101,90,98,93
APP transl inh,-4,.,5,-28,-7,5,-10,-7
NF-kB expr up,0.96,1.1,1.1,1.1,1.1,0.96,0.86,1.1
Hsp70 act,-0.2,0.2,-0.2,-0.3,-0.1,-0.5,-0.2,-0.1

Only STAT1 inh and STAT3 blocker (four entries from above):
nr | Molecule | STAT1 inh | STAT3 blocker
41 | CCN1/C(=C(\O)c2ccccc2)C(=O)c2ccccc2S1(=O)=O | 7 | 6
42 | Cc1c(NC(=O)C(C)N2C(=O)C3C4C=CC(C4)C3C2=O)c(=O)n(-c2ccccc2)n1C (stereo unspecified) | 6 | 5
43 | COC(=O)C1=C(C)N(CC(C)C)C(=O)/C1=C\c1cccs1 | -4 | -2
44 | CN=C(Nc1ccc(C(=O)OC)s1)c1ccc(Cl)cc1 | -9 | -1
